Bioassay records: PubChem BioAssay, Dana-Farber Cancer Institute and Novartis Institutes for BioMedical Research (Cambridge, Mass)
USP8 inh: blocks human USP8 ubiquitin-rhodamine cleavage | inhibition, % at 20 µM | hit rate 4.2% among 47,000 | purified USP8, Ub-rhodamine cleavage fluorescence, 30 min | P40818
USP28 block: blocks human USP28 ubiquitin-rhodamine cleavage; inhibition, % at 25 µM; hit rate 3% among 47,000; purified USP28, Ub-rhodamine cleavage fluorescence, 30 min
Target sequence (Q96RU2 whole entry, looked up): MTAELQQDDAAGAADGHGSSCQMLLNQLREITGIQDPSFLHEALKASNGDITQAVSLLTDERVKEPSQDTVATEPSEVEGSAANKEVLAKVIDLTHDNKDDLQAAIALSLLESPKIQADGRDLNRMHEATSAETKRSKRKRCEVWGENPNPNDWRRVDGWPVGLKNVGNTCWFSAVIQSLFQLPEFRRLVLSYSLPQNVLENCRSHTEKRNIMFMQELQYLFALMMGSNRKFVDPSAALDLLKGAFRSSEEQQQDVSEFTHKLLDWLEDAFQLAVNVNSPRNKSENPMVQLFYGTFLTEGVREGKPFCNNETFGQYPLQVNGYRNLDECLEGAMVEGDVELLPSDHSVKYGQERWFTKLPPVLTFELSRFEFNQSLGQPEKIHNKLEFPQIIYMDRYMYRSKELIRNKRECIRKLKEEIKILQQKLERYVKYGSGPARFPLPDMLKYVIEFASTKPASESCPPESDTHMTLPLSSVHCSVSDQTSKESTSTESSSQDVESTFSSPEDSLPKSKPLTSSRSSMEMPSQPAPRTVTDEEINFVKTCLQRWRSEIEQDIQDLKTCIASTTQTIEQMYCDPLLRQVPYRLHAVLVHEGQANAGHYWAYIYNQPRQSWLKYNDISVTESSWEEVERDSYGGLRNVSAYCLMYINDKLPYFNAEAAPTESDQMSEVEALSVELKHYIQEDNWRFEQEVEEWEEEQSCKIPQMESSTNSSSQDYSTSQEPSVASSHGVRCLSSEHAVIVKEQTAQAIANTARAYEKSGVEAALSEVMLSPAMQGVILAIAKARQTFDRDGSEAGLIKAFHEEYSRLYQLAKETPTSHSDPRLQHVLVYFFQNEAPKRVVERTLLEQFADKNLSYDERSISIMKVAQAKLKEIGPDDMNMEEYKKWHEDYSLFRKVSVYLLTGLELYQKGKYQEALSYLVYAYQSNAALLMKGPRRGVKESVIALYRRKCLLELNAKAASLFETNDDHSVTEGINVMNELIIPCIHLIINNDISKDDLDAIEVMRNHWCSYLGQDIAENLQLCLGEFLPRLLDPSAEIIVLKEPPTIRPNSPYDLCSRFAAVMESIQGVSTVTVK
OTUD3 inh: human OTUD3 deubiquitinase inhibition. purified OTUD3, Ub-rhodamine fluorescence, 2 h. hit rate 0.7% among 47,000. inhibition, % at 25 µM
USP30 block: inhibitors of human USP30 deubiquitinase | inhibition, % at 25 µM | hit rate 5.3% among 47,000 | purified USP30, Ub-rhodamine cleavage fluorescence
UCHL1 block: inhibitors of human UCHL1 deubiquitinase | AID 1645859 | hit rate 0.2% among 47,000 | inhibition, % at 20 µM | purified UCHL1, Ub-rhodamine cleavage fluorescence
USP10 block: blocks human USP10 ubiquitin-rhodamine cleavage; Q14694; purified USP10, Ub-rhodamine fluorescence, 60 min; inhibition, % at 20 µM; hit rate 1.1% among 47,000; AID 1645856
USP17 inh: inhibitors of human USP17 deubiquitinase | A8MUK1 | purified USP17, Ub-rhodamine cleavage fluorescence, 3 h | inhibition, % at 50 µM | hit rate 6.5% among 47,000 | AID 1645855
USP7 inh: human USP7 deubiquitinase inhibition | Q93009 | purified USP7, Ub-rhodamine cleavage fluorescence | inhibition, % at 20 µM | hit rate 0.3% among 47,000 | AID 1645854
* marks the source's active call; other numbers are inactive results; nt = no result given. No stated cut-off is given here; in the data, active means inhibition above about 30%; inactive means the rest.

SMILES	USP8 inh	USP7 inh	USP17 inh	USP30 block	OTUD3 inh	USP28 block	UCHL1 block	USP10 block
CCOC(=O)N1CCN(C(=O)CCNS(=O)(=O)c2ccc3c(c2)CCN3C(=O)CC)CC1	1	-2	-11	0	-8	0	-1	1
CCOC(=O)c1cnc(C(F)(F)F)nc1Sc1n[nH]c(-c2cccs2)n1	9	7	86*	5	9	-5	-2	-2
Cc1ccc(C2CCCN2S(=O)(=O)c2ccccc2Cl)cc1 (stereo not given)	4	-1	5	18	6	-4	1	8
COc1ccc(Cl)cc1NC(=O)c1ccc(S(=O)(=O)N2CCCCC2)cc1	6	-134	-14	-2	-5	-1	2	8
Brc1ccc(-c2cn3c4ccccc4n(CCN4CCCCC4)c3n2)cc1	48*	-3	20	18	5	9	0	-6
Fc1cccc(CN2CCCN(c3ncccc3-c3nc(C4CC4)no3)CC2)c1	-57	4	-11	-2	8	-1	7	-3
O=C(NC(=O)c1ccc([N+](=O)[O-])cc1)Nc1ncc2c(n1)CCCC2=O	-37	0	3	-2	-6	-10	1	9
Cc1noc(C2CN(C(=O)Nc3ccc4c(c3)CCC4)CC23CCOCC3)n1 (stereo not given)	-5	-3	-6	-8	-10	-16	0	3
CC(C)CC(=O)Nc1ccc2c(c1)C(=O)N(C)C1=NCCN12	-4	4	8	19	13	7	0	9
CCC(NS(=O)(=O)c1cc(Cl)ccc1OC)C12CC3CC(CC(C3)C1)C2 (stereo not given)	6	-4	6	15	0	1	5	7
COc1ccc(-n2c(SCc3ccccc3C#N)nnc2-c2ccncc2)cc1	4	3	10	27	18	19	1	-1
COc1ccc(C(=O)N2CCN(c3ccc(C#N)cc3)CC2)cc1	4	-77	-2	8	-11	-4	2	1
CC(C)NC(=O)N1CC[C@H]2[C@H]1CCN2c1ncccn1	-18	3	-14	-38	-10	-14	-1	-1
Cn1c(=O)c2c(ncn2CC(=O)OCC(=O)Nc2cccc(F)c2)n(C)c1=O	6	2	3	0	0	6	-2	0
O=C(Nc1ccccc1)c1cnn(-c2ccc(F)cc2)c1C1CCNCC1	0	8	17	14	11	10	2	1
O=C(COc1cccc(F)c1)Nc1sc2c(c1-c1nc3ccccc3[nH]1)CCCC2	-165	-6	-31	-64	-10	-17	-3	-3
CC(NC(=O)CCc1ccccc1)c1ccc2c(c1)OCO2 (stereo not given)	16	2	13	14	12	6	1	2
CC1CCc2nn(CC(=O)NCc3cccnc3)cc2C1 (stereo not given)	0	3	-4	1	1	-2	0	0
CCC(C(=O)Nc1cc(-c2ccccn2)no1)c1ccccc1 (stereo not given)	-1	1	-20	-4	-11	-2	0	2
COc1cccc(CN2CCCC23Cc2ccccc2CNC3=O)c1 (stereo not given)	0	1	-4	-3	-3	0	1	1
O=C(c1cccnc1)N(c1ccc2oc(=O)sc2c1)S(=O)(=O)c1cccc2cccnc12	-48	-13	-17	11	0	-1	-2	7
Cc1ccc(Cl)c(-n2nnc(C(=O)Nc3ccccc3F)c2C)c1	6	11	11	13	12	9	5	4
CC(C)n1cnc2c1C(C(=O)N1CCN(c3ccccc3)CC1)N(CC1CC1)CC2 (stereo not given)	-48	3	-16	-28	1	-2	2	-2
c1ccc(-c2nc(N3CCc4ccccc4C3)c3ccccc3n2)cc1	1	7	-31	nt	1	nt	1	-3
COCC(=O)N1C[C@@H]2C[C@]2(c2ccccc2)C(=O)c2ccccc21	-5	-1	-3	0	-3	-13	-1	3

3 structures already listed, sorted by length of the SMILES, lowest first:
SMILES	USP8 inh	USP7 inh	USP17 inh	USP30 block	OTUD3 inh	USP28 block	UCHL1 block	USP10 block
CCC(C(=O)Nc1cc(-c2ccccn2)no1)c1ccccc1 (stereo not given)	-1	1	-20	-4	-11	-2	0	2
c1ccc(-c2nc(N3CCc4ccccc4C3)c3ccccc3n2)cc1	1	7	-31	nt	1	nt	1	-3
COCC(=O)N1C[C@@H]2C[C@]2(c2ccccc2)C(=O)c2ccccc21	-5	-1	-3	0	-3	-13	-1	3

Additional compounds:
SMILES	USP8 inh	USP7 inh	USP17 inh	USP30 block	OTUD3 inh	USP28 block	UCHL1 block	USP10 block
Cc1c(CC(=O)N[C@H](CCCNC(N)=O)C(=O)O)c(=O)oc2c(C)c(O)ccc12	-4	8	10	20	9	4	2	0
Cc1noc(C2CN(C(=O)/C=C/c3ccc4c(c3)OCO4)C2)n1	-17	4	5	33*	9	11	0	-1
Nc1cc(-c2cncnc2C2CCN(C(=O)c3ccccc3)C2)ccn1 (stereo not given)	0	-4	-13	-18	-8	-15	-6	-5
Fc1ccc(C2(c3nnc(-c4ccccc4)o3)CCOCC2)cc1	-3	-9	-5	0	-2	-4	-2	1
CCC(C(=O)Nc1cc(=O)[nH]c2nc(COc3ccccc3)nn12)c1ccccc1 (stereo not given)	10	2	-10	-38	-10	-13	-1	26
Cc1ccc(F)cc1NC(=O)c1ccccc1Oc1ccccc1	7	5	0	-5	12	6	2	8
O=C(NCc1ccc2c(c1)OCO2)c1cn2c(n1)CCCC2	6	2	0	5	10	1	-2	-5
Cc1cc(N2CCCC2c2nc(C)cc(-c3nccn3C)n2)ncn1 (stereo not given)	13	5	-2	9	12	-3	1	-1
O=C(Nc1cnn(-c2ncc(N3CCCC3)cn2)c1)c1cccnc1	-29	-5	23	nt	-4	nt	-8	-6
CCN1CCN(c2nc3c(s2)CN(C(=O)c2ccccc2)CC3)CC1	-2	3	-7	-10	0	0	0	3
CCCc1cc(=O)n2[nH]c(COc3ccccc3)c(-c3ccccc3)c2n1	-142	15	40*	55*	13	40*	6	55*
COc1ccc2[nH]c3c(=O)n(CCCN4CCN(C)CC4)cnc3c2c1	18	8	12	11	8	6	2	3
Cc1cccc(S(=O)(=O)Nc2cccn3nc(C)nc23)c1	4	0	-2	-10	-1	-14	-2	1
CC(=O)OC(c1nc2ccccc2c(=O)n1C1CC2(OC1=O)c1ccccc1N1C(=O)C(C)NC12)C(C)C (stereo not given)	-3	0	8	6	6	9	2	-3
COc1ccc(C2=CC(c3ccc(Cl)cc3)n3ncc(C(=O)Nc4ccccc4)c3N2)cc1 (stereo not given)	-8	5	-11	-16	5	-8	-12	-8
Cc1ccc(OCC(=O)Nc2ccc3c(c2)CCC(=O)N3Cc2ccccc2)cc1	0	6	1	11	5	9	2	4
O=C(N[C@H]1[C@H](O)[C@H](O)C[C@@H]1c1cncnc1)c1ccc(OC(F)(F)F)cc1	-6	0	-6	-22	-1	-3	0	0
COCC(=O)N(Cc1ccccc1)[C@@H]1CC[C@@H]2C[C@@H]1[C@@H](O)CO2	-4	-1	-6	0	-4	-15	-1	1
CN1CCC2(CCC1=O)CN(CC(=O)N1CCCCC1)C(=O)c1ccccc1O2 (stereo not given)	11	2	8	22	15	1	0	1
O=C(NC(=O)c1ccc(Cl)cc1)Nc1ccc(-c2cnco2)cc1	24	7	-36	-9	2	-1	4	3
N#Cc1cccc(S(=O)(=O)N2CCCn3c(nc4ccccc43)C2)c1	8	-5	8	9	11	5	2	2
COc1ccc(S(=O)(=O)Nc2cnc(N3CCCC3)nc2)cc1Cl	-33	-2	-12	-9	-5	-5	-3	-3
CCN1CCn2c(-c3cnn(C)c3)cnc2C12CCN(S(=O)(=O)CC(C)C)CC2	-29	2	0	9	2	5	0	1
CNC(=O)CC(=O)N1C[C@H](Oc2ccccn2)[C@H]2C[C@@H]1Cc1c2[nH]c2ccccc12	-216	-30	-53	-119	-40	-57	-28	-6
CC(C)c1cccc(NC(=O)Cc2nnc(-c3cnccn3)o2)c1	-25	0	-17	-20	-5	-9	-2	-1
CCOc1ccc2c(C)nc(NC3=NCCC(=O)N3)nc2c1	-6	-1	-11	-9	-11	-14	-4	-7
CC(C)CNC(=O)C1CCN(c2cncnc2N2CCOCC2)CC1	0	-1	1	0	1	-3	-3	0
CN(C)c1ccc(C(=O)NCC(O)c2ccc(F)c(F)c2)cc1 (stereo not given)	15	3	6	11	7	8	-1	5
CNc1nc(C2CCCN(S(=O)(=O)c3ccc(F)cc3)C2)nc2c1CN(C(C)=O)CC2 (stereo not given)	-9	-2	-9	-2	-8	-6	-1	-2
O=C(c1cccnc1)N1C[C@H](c2ccc(F)cc2)[C@H]2CN(CC3CC3)CC[C@H]21	-4	-7	2	8	7	2	0	-2
O=S1(=O)CCN(CCc2ccccc2)CC1	-22	1	0	0	1	0	-4	-1
O=[N+]([O-])c1cc(S(=O)(=O)N2CCOCC2)ccc1NCC1COc2ccccc2O1 (stereo not given)	-35	-18	-8	-10	-7	2	2	-4
CCN1CCN(c2ncc3c(=O)n(CCc4ccccc4)ccc3n2)CC1	16	3	26	39*	17	11	-2	0
CN1C(=O)[C@@H]2CN(S(=O)(=O)c3cccc(F)c3)CCN2C(=O)[C@@H]1Cc1ccccc1	0	2	1	0	-5	-1	-2	-1
COc1cc2c(=O)n(CCCC(=O)NCC3CCCO3)c(=O)n(CC(=O)NC3CCCCC3)c2cc1OC (stereo not given)	12	1	3	33*	10	11	0	2
COc1cccc(-c2cc3n(C)c(C)c(CCC(=O)NCc4ccccc4)c(=O)n3n2)c1	-6	1	-4	0	-1	0	0	1
O=C(Oc1ccc2c3c(c(=O)oc2c1)CCC3)C(c1ccccc1)c1ccccc1	28	8	7	0	17	17	4	5
COC(=O)c1ccc(C2c3[nH]c4ccccc4c3C[C@H]3C(=O)N(Cc4ccc5c(c4)OCO5)CC(=O)N23)cc1 (stereo not given in full)	10	1	-2	-26	-8	-8	-3	-4
CCCCN1CC(C(=O)Nc2ccc(C(=O)Nc3ccc(C(N)=O)cc3)cc2)CC1=O (stereo not given)	2	7	6	6	-1	-3	2	41*
O=C(Cn1c(C(=O)NCc2ccc(F)cc2F)cccc1=O)NC1CCCC1	-4	-137	-6	-12	-5	10	0	-1
COc1cccc(NC(=O)C2CCC(CNS(=O)(=O)c3ccc4c(c3)C(C)(C)C(=O)N4C)CC2)c1 (stereo not given)	-8	1	0	0	-7	76*	1	3
O=[N+]([O-])c1cc(NS(=O)(=O)c2ccc3c(c2)OCCCO3)ccc1F	-117	0	1	8	10	4	2	1
O=C(O)c1csc(-c2ccc3c(c2)CCO3)n1	1	1	1	nt	0	nt	0	3
COc1cccc(NC(=O)COc2cccc3c2OC(C)(C)C3)c1	-19	-3	-6	9	0	7	-1	1
COc1ccccc1NC(=O)CCc1nc(-c2ccccc2)no1	-6	0	9	9	10	13	0	0
O=C(CCc1ccc(S(=O)(=O)N2CCOCC2)cc1)NC(c1ccccc1)c1ccccc1	-36	1	6	30	6	11	0	0
COC(=O)CN1c2ccccc2NC2=C(C(=O)CC(C)(C)C2)C1c1cccs1 (stereo not given)	-5	1	2	31*	10	9	2	4
Cc1cccc(N2CCN(C(=O)c3nnn(-c4ccc(F)cc4)n3)CC2)c1	20	3	14	25	16	56*	4	6
CCOc1ccc(C2(c3ccc(Cl)cc3)CCCC2)cc1	17	6	11	8	12	4	3	3
CC(=O)c1ccc(NC(=O)c2cccc(-c3nc(-c4ccccc4)no3)c2)cc1	9	-1	0	3	0	-10	-3	0

More structures:
SMILES	USP8 inh	USP7 inh	USP17 inh	USP30 block	OTUD3 inh	USP28 block	UCHL1 block	USP10 block
COc1ccccc1NC(=O)Cn1cnc2c(cnn2-c2ccccc2C)c1=O	-14	0	-9	-8	-12	-1	0	0
COc1ccc(-c2cc(C(F)F)n3ncc(C(=O)N(Cc4ccccc4)Cc4ccccc4)c3n2)cc1	6	7	-5	1	-2	-1	5	5
COc1ccc(NS(=O)(=O)c2cc(C(=O)OC(C)C(=O)c3ccc(OC)cc3)ccc2F)cc1 (stereo not given)	-8	11	2	-4	-2	0	8	5
CC(=O)N1CC2(CCN(C(=O)CN(C)C(=O)c3ccco3)CC2)Nc2ccccc21	18	8	23	27	24	17	6	-1

4 entries from above, with two lines to a compound.
The line under a structure holds: USP8 inh | USP7 inh | USP17 inh | USP30 block | OTUD3 inh | USP28 block | UCHL1 block | USP10 block
COc1ccccc1NC(=O)Cn1cnc2c(cnn2-c2ccccc2C)c1=O
→ -14 | 0 | -9 | -8 | -12 | -1 | 0 | 0
COc1ccc(-c2cc(C(F)F)n3ncc(C(=O)N(Cc4ccccc4)Cc4ccccc4)c3n2)cc1
→ 6 | 7 | -5 | 1 | -2 | -1 | 5 | 5
COc1ccc(NS(=O)(=O)c2cc(C(=O)OC(C)C(=O)c3ccc(OC)cc3)ccc2F)cc1 (stereo not given)
→ -8 | 11 | 2 | -4 | -2 | 0 | 8 | 5
CC(=O)N1CC2(CCN(C(=O)CN(C)C(=O)c3ccco3)CC2)Nc2ccccc21
→ 18 | 8 | 23 | 27 | 24 | 17 | 6 | -1

Quoted at random: 4 records from the list, in no set order.
SMILES	USP8 inh	USP7 inh	USP17 inh	USP30 block	OTUD3 inh	USP28 block	UCHL1 block	USP10 block
COc1ccccc1NC(=O)Cn1cnc2c(cnn2-c2ccccc2C)c1=O	-14	0	-9	-8	-12	-1	0	0
CC(=O)N1CC2(CCN(C(=O)CN(C)C(=O)c3ccco3)CC2)Nc2ccccc21	18	8	23	27	24	17	6	-1
COc1ccc(NS(=O)(=O)c2cc(C(=O)OC(C)C(=O)c3ccc(OC)cc3)ccc2F)cc1 (stereo not given)	-8	11	2	-4	-2	0	8	5
COc1ccc(-c2cc(C(F)F)n3ncc(C(=O)N(Cc4ccccc4)Cc4ccccc4)c3n2)cc1	6	7	-5	1	-2	-1	5	5
